FBA Mtb inh = Mtb FBA enzyme inhibitors, primary screen, biochemical, fluorescence, strain H37Rv; Fructose-bisphosphate aldolase (Mycobacterium tuberculosis (strain ATCC 25618 / H37Rv)), …; purified M. tuberculosis FBA, fluorescence read-out; inhibition, % at 1 µM; hit rate 2.3% among 360,000; AID 588726, 2011; in the data active = inhibition above about 27%;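 note: 0% = vehicle and 100% = reference inhibitor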
Mtb BioA inh = M. tuberculosis BioA enzyme inhibitors, primary screen, biochemical, plate reader, single point, HTS. purified M. tuberculosis BioA enzyme. inhibition, % at 9.99 µM. hit rate 0.096% among 360,000; in the data active = inhibition above about 40%
Vc quorum ag = inducers of Vibrio cholerae quorum light production without autoinducers, primary screen, BH1578 luxS cqsA deficient, single point. activation, % at 18.7 µM. V. cholerae BH1578 lux reporter, luminescence, 6 h. hit rate 0.16% among 350,000; in the data active = activation mostly above about 9.7%, no sharp cut-off; note: not every result past the cut was called active; inactives centre near 0; reference of the scale not given here
Rv3671c protease = Rv3671c serine protease inhibitors, primary screen, biochemical, fluorescence polarization, M. tuberculosis H37Rv; P9WHR9; inhibition, % at 5.96 µM; hit rate 0.048% among 320,000; AID 2606, 2010; in the data active = inhibition above about 38%;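 note: extracellular domain of Rv3671c used as enzyme; 0% = enzyme with DMSO and 100% = no enzyme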
Target sequence (P9WHR9 whole entry, looked up, the tested form may be a part): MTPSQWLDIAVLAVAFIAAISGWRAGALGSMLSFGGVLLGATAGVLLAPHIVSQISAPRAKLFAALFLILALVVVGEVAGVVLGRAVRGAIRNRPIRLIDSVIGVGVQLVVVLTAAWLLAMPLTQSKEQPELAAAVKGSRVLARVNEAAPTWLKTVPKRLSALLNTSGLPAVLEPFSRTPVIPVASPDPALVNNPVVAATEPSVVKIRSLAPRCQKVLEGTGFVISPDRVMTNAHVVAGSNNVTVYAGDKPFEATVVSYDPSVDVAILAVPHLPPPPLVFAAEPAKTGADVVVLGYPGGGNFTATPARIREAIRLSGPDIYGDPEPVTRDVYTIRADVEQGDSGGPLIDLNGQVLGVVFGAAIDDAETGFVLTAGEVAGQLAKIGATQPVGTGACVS
SARS 3CLpro inh = SARS-CoV 3CLpro protease inhibitors, primary screen, biochemical, quenched FRET | recombinant SARS-CoV 3CLpro, quenched FRET peptide cleavage | inhibition, % at 6 µM | AID 1706, 2009 | hit rate 0.14% among 290,000; in the data active = inhibition above about 12%
PriA SSB inh = inhibitors of Klebsiella pneumoniae PriA binding to SSB C-terminal tail, primary screen, biochemical, AlphaScreen; PriA–SSB C-terminal tail interaction (Klebsiella pneumoniae); AlphaScreen SSBct-PriA binding, biotinylated peptide; inhibition, % at 33 µM; hit rate 0.6% among 430,000; AID 1272365, 2023; in the data active = inhibition mostly above about 37%, no sharp cut-off; inactive = mostly below about 20%;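 note: plate controls were negative control peptide for no effect and reference peptide for full effect; strong numbers were not always called active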
UGM FP inh = M. tuberculosis UGM enzyme inhibitors, primary screen, biochemical, fluorescence polarization, single point; UDP-galactopyranose mutase (Mycobacterium tuberculosis (strain ATCC 25618 / H37Rv)), …; purified UGM, fluorescence polarization probe displacement; inhibition, % at 10 µM; hit rate 0.06% among 320,000; AID 504406, 2011; in the data active = inhibition above about 10%, passing the limit was not always enough
Target sequence (P9WIQ1 whole entry, looked up): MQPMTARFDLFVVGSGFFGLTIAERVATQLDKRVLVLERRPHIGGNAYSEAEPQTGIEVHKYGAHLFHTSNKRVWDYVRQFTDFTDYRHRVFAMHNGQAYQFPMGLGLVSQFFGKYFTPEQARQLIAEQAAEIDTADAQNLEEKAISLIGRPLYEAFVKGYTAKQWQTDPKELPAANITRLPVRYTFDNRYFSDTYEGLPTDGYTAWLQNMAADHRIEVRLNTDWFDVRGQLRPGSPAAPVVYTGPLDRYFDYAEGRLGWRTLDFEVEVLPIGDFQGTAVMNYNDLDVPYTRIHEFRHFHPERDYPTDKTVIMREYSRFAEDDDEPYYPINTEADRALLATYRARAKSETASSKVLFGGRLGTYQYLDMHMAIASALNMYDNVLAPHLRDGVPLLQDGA
MazEF act = activators of E. coli MazEF toxin-antitoxin RNase, primary screen, biochemical, fluorescence, uHTS; hit rate 0.32% among 350,000; FAM/BHQ RNA-DNA oligo cleavage fluorescence, 5 h; AID 504720, 2011; activation, % at 20 µM; in the data active = activation above about 50%
GDH-TPI counter = GDH-TPI coupling enzyme inhibitors, primary screen, artefact control for M. tuberculosis FBA inhibitor project, biochemical, absorbance, full deck; GDH-TPI coupled enzyme counterscreen, NADH absorbance; hit rate 1.2% among 360,000; inhibition, % at 4.8 µM; AID 588335, 2011; in the data active = inhibition above about 30%;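 note: 0% = DMSO wells and 100% = wells lacking the enzyme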
DUSP3 inh = VHR1 phosphatase inhibitors, primary screen, biochemical, absorbance, uHTS; Dual specificity protein phosphatase 3 (Homo sapiens), P51452; inhibition, % at 13.3 µM; hit rate 0.52% among 290,000; recombinant VHR phosphatase, pNPP absorbance; in the data active = inhibition above about 50%; note: some compounds called inactive have numbers as strong as hits
Target sequence (P51452 whole entry, looked up): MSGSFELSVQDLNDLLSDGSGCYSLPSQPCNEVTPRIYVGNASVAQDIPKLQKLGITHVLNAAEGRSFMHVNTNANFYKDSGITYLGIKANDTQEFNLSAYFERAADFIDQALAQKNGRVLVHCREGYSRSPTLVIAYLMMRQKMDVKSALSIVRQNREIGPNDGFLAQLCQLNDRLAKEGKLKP
* = called active by the depositor; i = inactive; . = no result given; & = joins results of further samples.

Each structure is followed by: FBA Mtb inh	Mtb BioA inh	Vc quorum ag	Rv3671c protease	SARS 3CLpro inh	PriA SSB inh	UGM FP inh	MazEF act	GDH-TPI counter	DUSP3 inh
CCC(C)Nc1nc(N)c([N+](=O)[O-])c(N2CCCCCC2)n1 (centres undefined)
    0.0	2.3	i	-1.1	-2.3	13.6	0.6	3.1	9.5	5.8
COc1ccc(CNC(=O)Nc2cccc(Cl)c2)cc1
    -1.3	0.5	0.6	.	0.7	-13.1	-0.7	0.2	-2.1	26.4
CCC(=O)Nc1c(-c2ccc(OC)cc2)c(=O)c2ccccc2n1C
    16.6	-2.1	-0.3	-2.2	5.8	2.3	0.7	-0.5	17.7	-5.6
CC1=C(C(=O)N(C)C)CC(CC(=O)NCc2cccs2)C(=O)N1CCC1=CCCCC1 (centres undefined)
    1.1	-0.1	i	.	.	.	.	-3.8	-13.7	.
N#Cc1cnc(Nc2nc3ccccc3o2)nc1-c1ccccc1
    -5.2	-1.6	i	-0.3	-6.2	-2.5	0.5	-1.5	33.3*	7.2
Cc1[nH]c2ccccc2c1SCC(=O)N1CCCc2ccccc21
    -0.6	-0.2	-0.1	7.5	-2.2	3.9&14.0	-0.6	17.0	-9.6	6.6
Cc1ccc(Cn2nc(C)c(NC(=O)c3nn(C)cc3Cl)c2C)cc1
    -2.0	-0.2	i	-4.7	-0.6	-6.5	0.8	-2.6	3.8	8.8
CCOC(=O)C1=C(C)Nc2nnnn2C1c1cccc(OC)c1OC (centres undefined)
    2.7	.	-0.3	-4.6	-4.4	-3.1	3.4	4.5	-11.0	.
Nc1ccc2oc(=O)c(-c3ccccc3)cc2c1
    -1.7	5.9	-0.1	-3.6	1.3	-4.3	-0.7	4.2	2.9	-18.4
CCOC(=O)N1CCN(C(=O)C2CCCN(S(=O)(=O)c3cccnc3)C2)CC1 (centres undefined)
    1.1	-0.5	-0.4	2.0	-1.3	-2.4	-0.2	2.2	5.9	29.2
CCCCOC(=O)COc1cc(C)cc2oc(=O)c3c(c12)CCC3
    8.2	0.3	-0.2	5.3	-8.3	-21.4	-0.5	3.4	0.5	18.9
Cc1ccc(N(C(=O)CNC(=O)c2ccco2)C(C(=O)NC2CCCCC2)c2cccnc2)cc1F (centres undefined)
    -2.5	0.0	-0.2	-2.5	4.0	0.0	2.0	2.4	1.9	33.1
CCCN1CCN(CCCNC(=O)c2ccc3c(c2)NC(=O)c2ccccc2S3)CC1
    2.5	-3.2	-0.6	1.4	-0.6	12.9	1.3	2.0	-1.2	-5.9
COc1ccc(-c2n[nH]c(C)c2-c2cnn(-c3ccccc3)c2)c(O)c1C
    -0.4	.	-0.3	7.1	2.1	10.2	2.6	-7.0	1.0	22.6
Cc1ccccc1NC(=O)COC(=O)CC1CCCC1
    2.6	1.3	-4.8	.	.	-4.2	.	2.4	4.1	.
COC(=O)C(C(=O)Nc1ncccn1)C1CCCCCC1 (centres undefined)
    -0.4	0.4	.	3.5	3.1	-13.2	2.8	11.7	-2.5	10.8
CCc1ccc(/C=N/N2CCN(c3ccccn3)CC2)cc1
    -1.9	.	-0.8	-0.3	6.8	i	-3.4	-7.3	-6.1	35.4
CC(C)(C)c1ccc(C(=O)NNC(=O)c2cccc(Br)c2)cc1
    1.4	.	i	-15.1	3.4	-11.7	-0.9	-4.3	-3.8	-7.3
CCCC1(c2ccccc2)NC(=O)N(CC(=O)Nc2cc(OC)cc(OC)c2)C1=O (centres undefined)
    1.9	1.5	-0.4	-6.0	5.3	3.3	-0.6	-7.8	-3.7	11.8
O=C(NCCc1c[nH]c2ccccc12)C(=O)NCC1OCCCN1S(=O)(=O)c1ccccc1 (centres undefined)
    -1.3	.	-0.3	1.9	-1.6	12.7	0.1	8.3	-1.1	10.5
CN(C)c1ncnc2c1ncn2[C@H]1CN(Cc2ccc(-c3ccccc3)cc2)C[C@@H](CO)O1
    -0.3	-0.4	-0.1	.	.	.	.	.	8.0	.
CC(=O)Nc1ccc(/C=C(\C#N)C(=O)NCc2ccccc2)cc1
    -1.6	1.0	-1.8	-28.4	-3.8	-6.3	-1.9	0.6	22.1	-2.9
COc1ccc(C(N)=O)c(OCC(=O)Nc2cc(C)on2)c1
    1.0	-0.4	i	3.8	.	5.4	1.4	3.6	-5.7	.
Cc1cc(C)n(CC(=O)NNC(=O)COc2ccc(F)cc2Br)n1
    -3.1	0.1	i	1.7	.	-6.5	-0.3	0.8	-4.6	.
O=C(NC1CCOc2ccccc21)C1CCCC1 (centres undefined)
    1.1	-0.7	i	0.5	-0.4	-4.6	1.3	-1.1	2.3	29.3
COc1ccc(/C=N/NC(=O)c2cccc([N+](=O)[O-])c2)cc1OC(=O)c1ccccc1
    -0.1	.	i	-44.7	8.4	.	-2.5	14.0	21.9	6.9
CCOC(=O)Cc1nc2ccccc2n(CC#N)c1=O
    5.7	-2.7	-0.3	-6.9	3.1	-7.7	3.7	-23.0	-2.6	20.6
O=C(CN1CCN(S(=O)(=O)c2ccc3c(c2)OCCO3)CC1)Nc1ccccc1Br
    1.4	-0.5	-1.6	.	.	-6.1	.	6.3	5.5	.
C/C(Cn1nc([N+](=O)[O-])cc1C)=N\NC(=O)COc1c(Cl)cc(Cl)cc1Cl
    -0.2	.	-0.3	0.5	6.8	.	0.2	-7.8	3.7	32.7
COc1ccc([N+](=O)[O-])cc1N(CC(=O)NCCCOC(C)C)S(C)(=O)=O
    0.9	0.2	-0.9	-9.3	2.7	-8.2	-2.7	-5.0	-5.5	10.6
Cc1ccccc1CS(=O)(=O)CCC(=O)O
    -1.2	.	-0.1	7.9	-0.1	-2.4	2.2	9.7	-2.9	20.6
O=C(NCCCc1ccccc1)c1ccccc1O
    21.8	.	-3.2	-0.8	3.4	-17.3	-0.5	6.8	0.0	5.7
C/C(=N\NC(=O)C1CC1)c1ccc(Cl)c(Cl)c1
    -5.7	-1.3	0.5	3.8	4.3	.	1.0	1.2	7.1	19.0
O=C(O)c1ccc(-n2ccnc2)c([N+](=O)[O-])c1
    -1.6	-0.4	0.6	0.0	-2.5	-12.6	2.1	-0.9	2.2	8.5
Cc1ccc(C2(C)NC(=O)N(CC(=O)Nc3ccc(S(=O)(=O)Nc4nccs4)cc3)C2=O)cc1 (centres undefined)
    3.2	-2.6	-1.1	-9.3	.	14.1	-0.4	-3.2	3.5	.
CC1CCN(S(=O)(=O)c2c[nH]c(=O)[nH]c2=O)CC1
    3.0	-2.8	-0.7	4.0	.	4.9	0.5	-2.1	0.7	.
O=C(O)C1C2CCC(O2)C1C(=O)NC1CCCCC1 (centres undefined)
    0.1	.	-0.3	-8.4	0.9	-12.4	0.6	5.7	-5.5	-8.0
O=c1c(Cl)c(Cl)cnn1Cc1ccc(F)cc1
    -3.2	-0.8	-2.3	4.4	-2.2	-33.2	-0.4	-2.0	7.1	-14.5
O=C(O)CC12CC3CC(C1)CC(n1ncc(N4CCC5(CC4)OCCO5)c(Cl)c1=O)(C3)C2
    -1.7	.	-0.8	-7.3	-0.1	-1.6	3.0	4.3	22.8	21.7
CC(=O)Oc1c(C)cc(Cl)cc1C(=O)Nc1ccc([N+](=O)[O-])cc1Cl
    0.8	.	-0.2	9.3	1.5	-8.0	2.8	-2.2	-1.2	-1.7
CC(Oc1ccc(Cl)cc1Cl)C(=O)NCCC1=CCCCC1 (centres undefined)
    -1.4	-0.6	0.1	-3.1	4.4	-7.7	1.4	-3.4	7.8	-6.7
CN(C)/N=C/c1ccc(Sc2ccccc2[N+](=O)[O-])o1
    -2.8	.	i	2.8	7.2	.	-1.4	-5.2	14.7	6.7
COCCOc1ccc(C(F)(F)F)cc1NC(=O)c1ccc(C)cc1
    0.3	-0.8	i	-1.6	-1.4	-7.2	0.2	-4.3	10.7	28.2
Cc1nc(NS(=O)(=O)c2ccccc2)sc1C(C)(C)C
    6.1	0.5	1.7	-9.7	2.6	2.2	4.9	7.2	2.2	10.5
Cc1cccc(CN2CCN(c3ccccn3)CC2)c1
    -1.9	-3.6	-1.4	-6.8	7.5	-7.0	0.8	-2.3	21.9	.

Part of the list above in another layout:
Structure	FBA Mtb inh	Mtb BioA inh	Vc quorum ag	Rv3671c protease	SARS 3CLpro inh	PriA SSB inh	UGM FP inh	MazEF act	GDH-TPI counter	DUSP3 inh
CC(=O)Oc1c(C)cc(Cl)cc1C(=O)Nc1ccc([N+](=O)[O-])cc1Cl	0.8	.	-0.2	9.3	1.5	-8.0	2.8	-2.2	-1.2	-1.7
CC(Oc1ccc(Cl)cc1Cl)C(=O)NCCC1=CCCCC1 (centres undefined)	-1.4	-0.6	0.1	-3.1	4.4	-7.7	1.4	-3.4	7.8	-6.7

(continued)
Each structure is followed by: FBA Mtb inh	Mtb BioA inh	Vc quorum ag	Rv3671c protease	SARS 3CLpro inh	PriA SSB inh	UGM FP inh	MazEF act	GDH-TPI counter	DUSP3 inh
O=C(NCCCN1CCCC1=O)c1cncc(Br)c1
    -2.0	-4.4	i	-4.2	-6.1	-13.1	-0.6	-3.2	2.5	-4.0
Cc1cc2c(cc1S(=O)(=O)N1CCOCC1)NC(=O)CO2
    -1.9	-1.5	i	10.1	-0.3	-1.8	-0.4	7.4	-8.3	16.6
O=C(N/N=C/c1ccccn1)c1ccc([N+](=O)[O-])cc1
    -0.2	.	i	1.0	3.3	.	1.3	10.6	-0.6	-6.0
O=C(COC(=O)c1ccc[nH]c1=O)NC1CC1
    -1.6	-1.7	-1.1	-2.8	.	-2.8	-0.1	2.7	12.6	.
O=C(CSC1=NS(=O)(=O)c2cc(Cl)ccc2N1)NCc1ccccc1
    -0.4	-0.8	-0.8	-2.2	.	-7.0	-1.0	-2.4	0.3	.
NC(=O)COc1ccc(Cc2ncc(C(F)(F)F)cc2Cl)cc1
    1.4	.	-0.4	4.8	6.7	-1.0	3.4	4.0	3.9	7.6
COc1ccc2c3n(nc2c1)CCN=C3c1cc(Cl)c(N)c(Cl)c1
    0.2	4.2	-1.2	6.3	.	-0.1	-5.6	0.3	6.3	.
COCCCNC(=S)N/N=C/c1ccc(OC)cc1
    -0.4	-1.1	-0.3	7.0	-5.2	.	-3.5	2.5	10.2	17.9
O=S(=O)(NCC(c1cccnc1)N1CCN(c2ccc(F)cc2)CC1)c1ccccc1 (centres undefined)
    2.7	-1.4	i	8.1	6.4	19.1	-0.8	4.3	-5.6	.
COc1ccc(CCNS(=O)(=O)c2cc(C(=O)O)c(Cl)cc2Cl)cc1
    -0.1	.	-0.5	-0.8	4.5	-9.1	1.9	5.1	-2.6	16.9
COc1cccc(-c2ccc(SCC(=O)N3CCc4ccccc43)nn2)c1
    .	.	.	-16.2	4.3	-4.0	0.4	.	.	11.9
COc1cc(OC)cc(C(=O)NNC(=O)c2ccc3c(c2)OCCO3)c1
    -1.1	-1.2	5.6	4.0	.	-4.9	1.8	5.1	-0.8	.
O=c1[nH]c2ccccc2n1Cc1ccc(Cl)cc1
    -0.6	1.4	16.7*	5.5	-9.1	0.7	-0.6	-1.9	-4.1	27.1
S=C(Nc1ccc(Br)cc1Cl)NC1CCN(Cc2ccccc2)CC1
    0.6	.	-0.4	5.9	6.6	-0.1	0.7	-3.1	6.1	6.4
Cc1cc([N+](=O)[O-])nn1CC(=O)Nc1sc2c(c1C(N)=O)CCCC2
    -0.9	1.5	-0.2	-1.1	4.1	-12.6	-0.4	15.5	-1.9	10.3

The list is partial; the hit share may differ from the screen's.
